High-throughput results from PubChem BioAssay.
GalR3 antag: GalR3 antagonists in HEK293 cells, primary screen, cell-based, fluorescence readout | HEK293 GalR3-CNG cAMP membrane potential fluorescence; galR3 body fused to GalR1 C-terminus | inhibition, % at 3 µM | 360,000 tested, 0.44% active | AID 651719, 2012;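 active = inhibition above the screen-wide average plus 3 SD, cut at about 13% in these data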;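 note: forskolin and galanin both at EC90 stimulate the cells; cAMP rise reported by CNG channel membrane potential dye signal; 0% = forskolin plus galanin with DMSO and 100% = forskolin alone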
MEKK2 WT-MEK5: modulators of MEK5 binding to wildtype MEKK2, primary screen, biochemical, multiplex bead flow cytometry, Alexa488-MEK5; Mitogen-activated protein kinase kinase kinase 2 (Homo sapiens), Q9Y2U5; 290,000 tested, 1.1% active; Alexa488-MEK5 binding to MEKK2 WT; actives lie on both sides; binding response (% of control), % at 10 µM; in the data active = binding response below about 67% or above about 130%
NALP1 yeast inh: NALP1 inflammasome inhibitors in reconstituted yeast, colorimetric, S. cerevisiae, triplicate retest | S. cerevisiae NALP1/ASC/caspase-1 growth, X-gal OD620, 72 h | inhibition, % at 10 µM | 280,000 tested, 0.61% active | AID 2071, 2009; in the data active = inhibition mostly above about 24%, no sharp cut-off; inactive = mostly below about 32%; note: some compounds called inactive have numbers as strong as hits
MEKK2mut PB1 HTS: MEK5 binding signal on mutant MEKK2 PB1, primary screen, biochemical, multiplex bead flow cytometry, Alexa488-MEK5; 290,000 tested, 0.35% active; AID 1530, 2009; Alexa488-MEK5 binding to MEKK2 mutant; percent response, % at 10 µM; in the data active = percent response above about 24%, passing the limit was not always enough; note: inactives centre near 1; some results filed as inactive read as strong as hits
OXTR ag: human OXTR agonists, primary screen, fluorescence, CHO-OTR cells, Fluo-8 calcium. Oxytocin receptor (Homo sapiens), P30559. 320,000 tested, 0.32% active. activation, % at 3 µM. AID 2435, 2010. Fluo-8 calcium fluorescence; normalized: DMSO 0%, oxytocin 100%;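 active = activation above the mean of all tested compounds plus 3 SD, cutoff set per screening run, cut at about 20% in these data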;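 note: peak over basal fluorescence ratio from a 100 s FLIPR kinetic read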
Target sequence (P30559 whole entry, looked up): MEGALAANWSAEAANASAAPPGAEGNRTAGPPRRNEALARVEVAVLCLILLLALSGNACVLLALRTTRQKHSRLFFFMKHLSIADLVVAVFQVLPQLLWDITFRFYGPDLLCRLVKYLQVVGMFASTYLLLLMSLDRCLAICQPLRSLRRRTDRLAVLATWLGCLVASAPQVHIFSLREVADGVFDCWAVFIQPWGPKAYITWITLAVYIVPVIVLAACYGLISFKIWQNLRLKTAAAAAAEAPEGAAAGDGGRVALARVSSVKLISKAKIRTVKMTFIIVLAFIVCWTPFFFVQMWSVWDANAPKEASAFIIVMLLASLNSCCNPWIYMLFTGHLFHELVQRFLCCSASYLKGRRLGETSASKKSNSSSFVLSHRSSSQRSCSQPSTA
OXTR potentiate: human OXTR potentiators, primary screen, fluorescence, CHO-OTR cells, Fluo-8 calcium. Oxytocin receptor (Homo sapiens), P30559. Fluo-8 calcium fluorescence, potentiator mode; 0% = oxytocin EC15, 100% = EC100. activation, % at 3 µM. 320,000 tested, 0.061% active. AID 2445, 2010;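 active = activation above that plate's cutoff, the mean activation of tested compounds plus 3 SD, cut at about 6.6% in these data, passing the limit was not always enough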;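 note: 100% uses oxytocin at 75 nM as the full agonist control; some results filed as inactive read as strong as hits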
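Assay system: CHO cell line stably expressing human OTR | Also added: Oxytocin at about EC15, sub-maximal agonist stimulus | Times: Compound 6 min at room temperature before oxytocin, 100 s read | Measured by: Fluo-8 intracellular calcium fluorescence, ex 470-495, em 515-575 nm | Controls: EC15 oxytocin alone as 0%, 75 nM oxytocin as 100%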
GPR7 antag: GPR7 receptor antagonists, primary screen, cell-based, fluorescence, single concentration; GPR7-expressing cells, fluorescence antagonist assay; inhibition, % at 4.4 µM; 290,000 tested, 1.1% active; AID 1861, 2009; in the data active = inhibition above about 16%, passing the limit was not always enough;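 note: cells stimulated with the agonist NPW; 0% = agonist with vehicle and 100% = vehicle without agonist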
PfM18AAP inh: PfM18AAP inhibitors, malaria aminopeptidase, primary screen, biochemical, QFRET, recombinant enzyme. M18 aspartyl aminopeptidase (Plasmodium falciparum 3D7). H-Glu-NHMec fluorogenic cleavage. inhibition, % at 7.35 µM. 290,000 tested, 1.2% active. AID 1822, 2009;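 active = inhibition above the campaign mean inhibition over all tested compounds plus 3 SD, cut at about 28% in these data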;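 note: 0% = plate median of test compound wells and 100% = 2 mM ZnCl2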
V1R ag counter: agonists of human V1a receptor, primary screen, counter-screen for OXTR agonist project, fluorescence, CHO-V1R cells | Vasopressin V1a receptor (Homo sapiens), P37288 | Fluo-8 calcium fluorescence, agonist mode; 0% DMSO, 100% 3 nM vasopressin | activation, % at 3 µM | 320,000 tested, 0.25% active | AID 2797, 2010;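 active = activation above the mean activation of all tested compounds plus 3 SD, per screening run, cut at about 20% in these data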;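 note: signal is peak over basal fluorescence ratio across a 100 second FLIPR read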
Target sequence (P37288 whole entry, looked up): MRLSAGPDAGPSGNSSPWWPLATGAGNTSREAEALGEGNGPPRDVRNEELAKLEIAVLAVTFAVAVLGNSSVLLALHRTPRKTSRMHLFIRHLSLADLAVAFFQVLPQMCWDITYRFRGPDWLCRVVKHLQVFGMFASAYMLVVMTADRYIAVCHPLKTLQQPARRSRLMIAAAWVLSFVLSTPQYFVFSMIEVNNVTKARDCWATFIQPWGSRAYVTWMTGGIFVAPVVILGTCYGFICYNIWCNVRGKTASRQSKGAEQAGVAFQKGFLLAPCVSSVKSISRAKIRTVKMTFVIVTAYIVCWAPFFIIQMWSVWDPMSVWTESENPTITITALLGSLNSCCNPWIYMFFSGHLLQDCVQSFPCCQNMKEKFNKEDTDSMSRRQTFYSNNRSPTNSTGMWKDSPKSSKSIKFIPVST
Active calls of the source: *; · = not tested or not shown.

structure	GalR3 antag	MEKK2 WT-MEK5	NALP1 yeast inh	MEKK2mut PB1 HTS	OXTR ag	OXTR potentiate	GPR7 antag	PfM18AAP inh	V1R ag counter
O=C(CN(Cc1ccccc1)C(=O)CCC(=O)Nc1nccs1)NCC1CCCO1 (configuration not stated)	-7.1	98.0	-6.7	-2.0	0.7	-3.2	-11.8	4.6	-0.2
COc1ccccc1NC(=S)NNC(=O)c1c(Cl)c(C)nn1C	-3.2	102.0	9.9	3.0	10.3	-11.5	-10.4	-1.6	8.0
CC(C)OC(=O)CSc1nnc(Cc2ccccc2)n1CC1CCCO1 (configuration not stated)	-2.7	95.0	-2.7	0.0	-1.1	-7.8	-11.8	-7.6	0.1
Cc1cc(C)c(OCCN2C(=O)NC(C)(C)C2=O)c(Cl)c1	-4.9	98.0	14.0	-3.0	-1.1	-3.6	3.9	-7.4	0.0
COc1ccc(S(=O)(=O)N(C)c2ccc(C(=O)NCc3ccco3)cc2)cc1	-5.2	102.0	4.1	6.0	0.7	-8.0	8.6	0.5	0.6
COc1ccc(NC(=O)C2CCCN2S(=O)(=O)c2ccc3c(c2)CCC(=O)N3)cc1 (configuration not stated)	1.0	98.0	-11.4	0.0	0.7	-3.4	-1.5	-2.8	0.2
COc1ccccc1CC(=O)NNC(=O)c1cccs1	-5.5	100.0	4.4	-3.0	0.3	-8.2	-1.4	-1.1	0.7
CCOC(=O)CNC(=O)C1c2ccccc2Oc2ccccc21	-9.5	107.0	15.2	7.0	-0.9	2.8	-13.4	3.3	-0.8
CS(=O)(=O)N1CCC(C(=O)Nc2ccc(F)cc2F)CC1	-3.6	103.0	9.9	1.0	1.5	-3.7	-3.0	-14.9	0.3
CCN(CC)CCNC(=O)Cn1cnc2sc(C)c(S(=O)(=O)N3CC(C)CC(C)C3)c2c1=O (configuration not stated)	2.6	104.0	10.2	4.0	-0.2	-13.5	-9.6	-5.8	-0.7
CN(Cc1nc(CC2CC2)no1)CC12CC3CC(CC(C3)C1)C2	-2.6	100.0	-3.2	-2.0	0.6	-2.6	-12.2	1.4	0.5
COc1ccc(NC(=O)c2ccc3c(c2)CCN3S(=O)(=O)c2ccccc2)cc1	-0.4	100.0	16.0	1.0	-0.1	-7.4	-9.3	0.8	3.9
Cc1ccc(C(=O)Oc2cc(N)n(S(=O)(=O)c3ccc(F)cc3)n2)cc1	-8.4	100.0	-2.2	3.0	-2.2	-6.6	-1.4	-1.2	-1.7
CC(=O)NC(NC(=S)N1CCCCCC1)C(Cl)(Cl)Cl (configuration not stated)	-5.4	102.0	-20.6	5.0	1.2	-12.2	-8.2	-4.1	1.9
O=C(CSc1nnc(-c2ccccc2Br)o1)N1CCN(C(=O)c2ccco2)CC1	-4.3	106.0	17.7	6.0	-0.9	-2.1	-14.1	0.6	-0.5
CC(C)CC(=O)CC1(O)C(=O)Nc2ccccc21 (configuration not stated)	-4.0	97.0	7.6	-1.0	0.4	0.8	-5.9	0.6	0.4
Clc1ccc2c(N/N=C/c3cccnc3)ccnc2c1	-2.4	106.0	7.7	0.0	-0.3	-1.6	-4.9	0.0	0.2
COc1ccc(-n2nc(C(=O)NCC(=O)N3CCC(C)CC3)c3ccccc3c2=O)c(OC)c1	-8.4	101.0	10.1	6.0	-1.7	3.6	0.9	2.7	-0.1
CC(C)(C)c1ccc(-c2nnc(NC(=O)c3ccccc3)s2)cc1	-5.4	91.0	-4.2	-4.0	0.9	4.2	-11.9	2.2	1.2
Nc1nnc(CCS(=O)(=O)c2ccc(Cl)cc2)s1	-5.6	101.0	13.6	1.0	0.4	0.0	-8.3	-8.2	1.2
Cc1nc2ccc(NC(=O)c3cccc(C(F)(F)F)c3)cc2o1	-0.4	97.0	43.6	-4.0	-1.8	4.4	-13.1	-11.5	-1.1
CCCCCc1cc(=O)oc2c(C(CCN(CC)CC)c3cc(OC)c(OC)c(OC)c3)c(OC)cc(OC)c12 (configuration not stated)	-3.7	218.0*	3.6	34.0*	6.2	-10.7	·	·	2.8
O=C(O)[C@@H]1CCCN1C(=O)COc1ccc2c3c(c(=O)oc2c1)CCC3	-1.8	102.0	-1.3	2.0	-0.8	-2.3	-3.8	0.2	0.5
O=C(N/N=C/C1CC=CCC1)c1cc(-c2cccnc2)nc2ccccc12 (configuration not stated)	-4.9	108.0	1.4	-1.0	-1.6	-10.6	0.7	5.0	0.2
Cc1nc2nc(SCC(=O)NCCN3CCOCC3)nn2c(C)c1Cc1ccccc1	2.1	102.0	11.6	1.0	1.0	-13.5	-12.7	-2.7	0.5
CC(=O)NCCSc1ccc(S(=O)(=O)N2CCCC2)cn1	-5.8	·	·	·	-0.2	-9.2	·	·	1.4
CN(C)NC1CCS(=O)(=O)C1 (configuration not stated)	-9.2	105.0	18.4	0.0	0.6	-5.3	20.2	-10.9	2.4
CCNc1nc(NCC)nc(C(=O)Nc2ccccc2)n1	-7.8	99.0	6.1	5.0	-1.9	-5.1	-9.9	-5.9	0.6
CC1=C(C(=O)OCC2CCCO2)C(c2coc3ccccc3c2=O)C2=C(CCCC2=O)N1 (configuration not stated)	-2.7	100.0	-2.5	1.0	0.1	-8.9	-11.9	2.9	-0.3
CC(C)=N/N=C(\N)SCc1ccccc1	-4.5	101.0	·	6.0	-0.4	0.6	-4.7	4.6	0.2
COc1cccc2c1cc1c(=O)n(CC(=O)NCCCc3ccccc3)nc(C)n12	·	96.0	8.3	1.0	0.1	-5.2	-5.6	4.6	-0.1
O=C1CC(c2ccco2)Cc2nc(NCC3CCCO3)ncc21 (configuration not stated)	4.3	103.0	-26.5	9.0	0.1	-13.4	-8.3	-2.1	0.4
Cc1nc(CS(=O)c2ccc(Cl)cc2)cc(N2CCOCC2)n1 (configuration not stated)	-0.8	105.0	12.0	3.0	0.0	-8.1	3.2	-2.0	1.0
O=C(N/N=C/c1ccc(-c2cccc(C(F)(F)F)c2)o1)c1cccc(F)c1	1.2	116.0	15.2	13.0	-0.8	-2.5	-1.1	2.0	1.1
CN(C)/C=C(/C(=O)c1ccc(Cl)cc1)S(=O)(=O)c1ccccc1	3.3	96.0	6.6	-3.0	1.4	-8.9	-9.7	0.0	0.5
CCOc1ccccc1C(=O)Nc1cc2c(cc1N1CCCC1)n(CC)c(=O)n2CC	-10.5	104.0	9.1	2.0	-2.1	-8.0	-10.6	11.7	-1.2
COc1cc(OC)c(OC)cc1CN1CCN(C(=O)c2cccc3ccccc23)CC1	-2.3	106.0	6.3	4.0	0.4	-11.7	1.6	0.2	1.0
CCOC(=O)CC(=O)N/N=C/c1c(N)n(C)c(=O)n(C)c1=O	6.8	76.0	1.8	-19.0	0.1	1.1	3.8	24.5	1.1
COc1ccc(N2CCN(C(c3cccs3)c3nnnn3C3CCCC3)CC2)cc1 (configuration not stated)	-8.8	90.0	10.9	-3.0	-0.8	-6.0	-7.2	7.8	-0.7
C=CCSc1nccc(=O)[nH]1	3.0	95.0	15.2	-3.0	1.2	-2.2	-8.7	0.4	0.2
CCN(CC)CCCNC(=O)c1[nH]c2ccccc2c1Sc1ccc(Cl)cc1	-7.8	163.0*	15.7	38.0*	1.9	-10.1	10.0	13.3	0.4
O=C(CNC(=S)NC(=O)c1ccc(Br)o1)c1ccccc1	-7.1	91.0	31.4	-3.0	-2.0	-6.2	-0.2	10.9	-0.2
Cc1ccc(CNC(=O)c2cc(C3CC3)nc3c2cnn3C(C)C)cc1	-5.4	·	·	·	-2.0	-4.9	·	·	-0.2
Cc1ccc(O)c(NC(=S)NC(=O)/C=C/c2ccco2)c1	-7.8	97.0	4.0	-5.0	-0.4	-4.8	-5.8	-5.0	0.9
Cc1c(C(=O)NCc2cccnc2)oc2ccc(S(=O)(=O)N3CCCCC3)cc12	-8.2	111.0	-73.9	5.0	11.6	-10.1	-5.2	-2.2	8.1
CCC1(C)Cc2c(sc3c2c(=O)n(C)c2nnc(SCC(=O)c4ccccc4)n32)CO1 (configuration not stated)	-5.5	88.0	·	-14.0	-0.2	-1.3	-4.0	-3.2	-0.1
CCN(CC)C(=O)c1ccc(-c2nnc(Nc3ccc(C(=O)N(C)C)cc3)c3ccccc23)cc1	0.4	103.0	7.1	0.0	-1.0	-7.8	-7.4	2.6	1.2
CC(C)c1ccc(N2C(=O)CC(Sc3nc4ccccc4o3)C2=O)cc1 (configuration not stated)	1.5	99.0	8.5	0.0	-0.5	-7.7	1.8	-43.7	0.9
CCCCCCCN(C(=O)CCl)c1ccccc1C	0.0	96.0	29.8	11.0	-2.1	-8.3	-1.5	-6.1	0.5
CC(C)C[C@H]1COCCS(=O)(=O)N1Cc1ccccc1F	-2.9	99.0	·	-2.0	-0.8	1.5	·	·	-0.9
COc1cccc(NC(=O)c2cncs2)c1	-7.8	103.0	0.1	2.0	0.4	0.4	-11.3	-0.6	-0.4
COc1ccc(NC(=O)N(C)C[C@H]2Oc3ccc(NS(=O)(=O)c4c(C)noc4C)cc3C(=O)N([C@H](C)CO)C[C@@H]2C)cc1	-1.9	·	·	·	2.2	-0.2	·	·	4.1
CC1CN(C(=O)c2ccc3c(c2)OCO3)OC(c2ccccc2)O1 (configuration not stated)	0.0	107.0	8.4	16.0	0.1	-8.6	-5.8	4.0	0.6
